From PubChem BioAssay
Nrf2 inh: inhibitors of Nrf2 signaling; A549 ARE-Fluc reporter, luciferase luminescence, 18-24 h; AID 504444; Potency, µM (highest dose often 46 µM), for the others: top-dose activity change, negative = inhibition, most hits filed as inhibitors; 360,000 tested, 2.1% active; also: % is scaled to controls: 0 for no effect and ±100 for the full control effect; nearly all actives have a fitted effect of over 60% in size
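In this cell-based qHTS, ARE-driven firefly luciferase in A549 cells reports Nrf2 activity; the luminescent signal after BugLite lysis is the measured value, with a prior CellTiter-Fluor read for cell health.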
MCF10A rerep: DNA re-replication induction in MCF 10a cells | Potency, µM (highest dose often 46.1 µM), for the others: top-dose activity, positive = re-replication, actives largely listed as activators | 350,000 tested, 2.9% active | AID 624296 | MCF 10A DNA re-replication, Hoechst nuclear intensity, 48 h; also: % of control where 0% means no effect; nearly all actives have a fitted effect of over 50% in size
HepG2 viability: HepG2 cytotoxicity, counter-screen for TGF-b inhibitors. 410,000 tested, 0.76% active. HepG2 CAGA-GFP viability, ATP luminescence, 18 h. Potency, µM (doses to about 46.1 µM), for inactives: at the top dose activity change, negative = cytotoxicity, hits mostly cytotoxic; also: some results filed as inactive show a strong effect at the top dose
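CellTiter-Glo luminescence gave cytotoxicity after 18 hours at 37 degrees C. The cells were HepG2 CAGA-GFP in 1% FBS DMEM, stimulated with 500 pg/mL TGF-beta after compound addition. %Activity was normalised to no-cell wells (complete cell-killing) and DMSO (no toxicity), and curves were fitted and classified.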
ATXN2 expr inh: inhibitors of ATXN2 expression. 360,000 tested, 0.72% active. HEK-293 ATXN2-luciferase reporter, luminescence, 24 h. Potency, µM (series often up to 57 µM), inactives show at the highest dose activity change, negative = inhibition, most hits filed as inhibitors. AID 1745845; also: % is scaled to controls: 0 for no effect and ±100 for the full control effect; nearly all actives have a fitted effect of over 55% in size
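ATXN2-luciferase reporter cells (luciferase flanked by upstream and downstream ATXN2 gene portions) were treated 24 h at 37 °C with compounds at up to 57 uM. SteadyGlo luminescence gave expression; GF-AFC fluorescence gave viability.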
Nrf2 activator: activates Nrf2 signaling. AREc32 ARE-luciferase reporter (MCF7-derived line), luminescence, 24 h. Potency, µM (doses to about 46.1 µM), inactives show at the highest dose activation, actives largely listed as activators. 410,000 tested, 0.31% active; also: % of control where 0% means no effect; nearly all actives have a fitted effect of over 65% in size
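Each well held 1000 AREc32 cells, which were incubated with compound for 24 hr at 37 deg C after overnight attachment, and ARE reporter activity was quantified by firefly luciferase luminescence.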
A549 viability: A549 cytotoxicity, counter-screen for Nrf2 inhibitors | A549 ARE-Fluc cells, CellTiter-Fluor viability, 18-24 h | Potency, µM (doses to about 46 µM), for the others: top-dose activity change, negative = cytotoxicity, actives largely listed as inhibitors | 390,000 tested, 0.16% active | AID 504648; also: % is scaled to controls: 0 for no effect and ±100 for the full control effect
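Cytotoxicity counterscreen: CellTiter-Fluor fluorescence was measured in A549 ARE_Fluc cells after 18-24 h of compound exposure in a concentration series. The subsequent BugLite luminescent read reports ARE-luciferase activity.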
TGFb inhibitor: TGF-b pathway inhibition; HepG2 CAGA-GFP TGF-b/SMAD3 reporter, GFP fluorescence, 18 h; TGF-beta stimulated, 500 pg/mL final; Potency, µM (titrated, usually from 46.1 µM), for inactives: top-dose activity, negative = inhibition, usual class: inhibitors; 410,000 tested, 1.2% active; also: % is scaled to controls: 0 for no effect and ±100 for the full control effect; nearly all actives have a fitted effect of over 65% in size
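Inhibition was scored as loss of TGF-beta-induced (500 pg/mL final, 18 hours, 37 degrees C) GFP in HEPG2 cells carrying a CAGA-GFP reporter, in DMEM with 1% FBS. Well GFP was summed per cell; Activity was normalised to unstimulated and stimulated DMSO wells, then concentration-response fitting.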
ATXN viability: reduces viability in counter-screen for ATXN expression inhibitors | S2 cells (HEK-293 line with an ATXN2-luciferase reporter) viability, CellTiter-Fluor protease fluorescence, 24 h | Potency, µM (highest dose often 56.7 µM), most hits filed as cytotoxic | 400,000 tested, 0.49% active | AID 651635; also: nearly all actives have a fitted effect of over 40% in size
EPAC2 antagonist: antagonists of human EPAC2 | Q8WZA2 | EPAC2 GEF exchange of Rap1B-BODIPY-GDP, fluorescence | Potency, µM (titrated, usually from 114 µM), inactives show at the highest dose activity, negative = inhibition, hits mostly inhibitors | 360,000 tested, 0.18% active | AID 720708; also: % is scaled to controls: 0 for no effect and ±100 for the full control effect; nearly all actives have a fitted effect of over 45% in size; many of its hits are not listed in these tables
Target sequence (Q8WZA2 whole entry, looked up): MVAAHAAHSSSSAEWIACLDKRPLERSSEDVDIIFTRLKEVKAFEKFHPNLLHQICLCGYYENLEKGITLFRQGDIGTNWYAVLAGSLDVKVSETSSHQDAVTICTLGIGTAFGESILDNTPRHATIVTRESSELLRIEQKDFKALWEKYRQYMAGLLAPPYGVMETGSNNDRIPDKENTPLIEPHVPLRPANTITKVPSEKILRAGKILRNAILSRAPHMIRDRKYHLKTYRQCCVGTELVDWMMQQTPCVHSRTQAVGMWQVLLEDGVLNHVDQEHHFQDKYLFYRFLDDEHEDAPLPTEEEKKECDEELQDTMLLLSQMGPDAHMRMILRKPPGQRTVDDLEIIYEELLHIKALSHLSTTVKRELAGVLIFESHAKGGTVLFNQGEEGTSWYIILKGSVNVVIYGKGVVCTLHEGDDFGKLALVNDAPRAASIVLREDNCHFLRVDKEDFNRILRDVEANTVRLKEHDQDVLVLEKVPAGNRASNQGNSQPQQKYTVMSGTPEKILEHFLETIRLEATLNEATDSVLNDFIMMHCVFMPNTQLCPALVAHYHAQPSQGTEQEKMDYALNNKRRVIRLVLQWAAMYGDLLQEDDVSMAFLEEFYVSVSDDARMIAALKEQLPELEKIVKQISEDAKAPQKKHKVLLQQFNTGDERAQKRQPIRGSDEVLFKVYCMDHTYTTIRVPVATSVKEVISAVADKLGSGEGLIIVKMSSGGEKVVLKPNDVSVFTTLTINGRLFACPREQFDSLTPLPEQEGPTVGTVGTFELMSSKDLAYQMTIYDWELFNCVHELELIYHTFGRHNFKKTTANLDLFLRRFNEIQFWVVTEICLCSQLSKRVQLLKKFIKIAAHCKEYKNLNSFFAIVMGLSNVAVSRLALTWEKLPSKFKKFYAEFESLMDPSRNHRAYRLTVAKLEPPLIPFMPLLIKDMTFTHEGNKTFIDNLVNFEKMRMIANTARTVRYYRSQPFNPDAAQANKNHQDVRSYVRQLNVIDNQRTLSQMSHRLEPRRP
An asterisk follows results filed as active; i = inactive; ? = inconclusive; . = no result given; & = joins results of further samples; [ ] = remark or other dose. Calls follow the shape of the dose curve; as a rule, active = well fitted curve in the direction sought with a large enough effect; inconclusive = small, poorly fitted or top-dose-only effect, or another doubt; inactive = no such curve, though single readings can be large; an effect the other way counts as inactive or inconclusive. Potency is read from the fitted curve at half-maximal effect.

Fields – Nrf2 inh, MCF10A rerep, HepG2 viability, ATXN2 expr inh, Nrf2 activator, A549 viability, TGFb inhibitor, ATXN viability, EPAC2 antagonist
#1 Cn1c(=O)[nH]c(=O)c2c1nc(N1CCOCC1)n2CC(O)COc1ccc2ccccc2c1 (configuration not stated)
 : -8%, -2%, -1%, 5%, 0.6%, 3%, -1%, i, 8%
#2 Cc1cc(C)nc(-n2ncc3c2CC(C)CC3=O)n1 (configuration not stated)
 : -14%, 4%, 14%, 10%, -0.5%, 5%, 0%, i, 26%
#3 NC(=O)C1CCN(CC(=O)Nc2cc(Cl)ccc2Oc2ccccc2)CC1
 : 20%, 25%, 2%, -8%, 2.7%, 3%, 6%, i, -16%
#4 Cc1cc(=O)[nH]c(=S)[nH]1
 : 2%, -25%&5%&14%, 13%, 5%&7%, -0.1%, -3%, 6%, i, 23%
#5 CC(C)C(NC(=O)c1ccc(Br)cc1)C(=O)NC1=NCCS1 (configuration not stated)
 : -15%, -2%, -2%, -14%, -0.7%, -2%, 3%, i, 3%
#6 Cc1cc2c(cc1S(=O)(=O)Nc1cccc(C)c1C)n(C)c(=O)c(=O)n2C
 : -25%, -11%, -6%, -8%, 0.6%, -1%, 6%, i, 3%
#7 CC1CCN(c2nc3c(c(=O)[nH]c(=O)n3C)n2Cc2ccccc2Cl)CC1
 : -23%, 14%, -9%, 1%, -0.3%, -14%, -7%, i, ?
#8 CCc1nnc(NC(=O)CSc2nccn2Cc2ccc(F)cc2)s1
 : ., ., -26%, 15%, 3.7%, 15%, 25%, i, .
#9 COc1cccc(OCc2nn[nH]n2)c1
 : -3%, -2%, 22%, -1%, 0.0%, -4%, 13%, i, -1%
#10 Cc1ccc(S(=O)(=O)NCC(=O)OCc2csc(-c3ccccc3)n2)cc1
 : 15%, 11%, 9%, 25%, 7.6%, -7%, 11%, i, 1%
#11 COc1cc(CN2C[C@@H](CO)O[C@@H](n3cnc4c(N5CCN(c6ccccc6)CC5)ncnc43)C2)cc(OC)c1OC
 : ., ., -15%, ?, -0.3%, ., -18%, i, 4%
#12 Cc1cn([C@H]2C[C@H](O)[C@@H](CNC(=O)[C@H](N)Cc3cn(COCc4ccccc4)cn3)O2)c(=O)[nH]c1=O
 : ., ., -3%, -14%, 0.2%, ., -5%, i, 4%
#13 COC(=O)c1ccc(C(=O)OC)c(NC(=O)c2cc3nc(-c4ccc(C)cc4)cc(C(F)(F)F)n3n2)c1
 : 1%, ., -16%, 0%, -1.3%, 2%, -5%, i, .
#14 CCCS(=O)(=O)NC(=O)C1(C)CCCN(C(=O)c2ccccc2Br)C1 (configuration not stated)
 : ., ., 1%, 5%, -0.8%, ., 2%, i, 13%
#15 Cc1ccsc1C(C(=O)NCc1ccccc1)N(C(=O)c1csnn1)c1ccccc1 (configuration not stated)
 : -3%, 0%, -2%, -5%, 0.1%, 0%, 3%, i, -17%
#16 Clc1ccc(Nc2nc(NCCN3CCOCC3)nc(N3CCOCC3)n2)cc1
 : ., ?, -25%, -24%, 9.5%, ?, -10%, i, -1%
#17 CCOc1cc(N2CCOCC2)c(OCC)cc1NC(=O)CN1CCN(Cc2ccc3c(c2)OCO3)CC1
 : 7%, 16%, -4%, 0%, -0.1%, -3%, 3%, i, -1%
#18 COc1ccc(-c2noc(-c3ccc(NC4CCCC4)c([N+](=O)[O-])c3)n2)cc1
 : ?, ., 0%, 8%, 0.0%, 8%, ?, i, .
#19 CN1CCN(NC(=O)/C=C/c2cccc([N+](=O)[O-])c2)CC1
 : 7%, 0%, -13%, 13%, -0.2%, 3%, 0%, i, 2%
#20 CCOC(=O)c1cnc2oc3ccccc3n2c1=O
 : 1%, 3%, -1%, 4%, 3.3%, 0%, -6%, i, 14%

Additional results follow:
Fields – Nrf2 inh, MCF10A rerep, HepG2 viability, ATXN2 expr inh, Nrf2 activator, A549 viability, TGFb inhibitor, ATXN viability, EPAC2 antagonist
#21 CC(=O)c1ccc(C(=O)N2CCCC(Nc3ccccc3)C2)s1 (configuration not stated)
 : 5%, 10%, 5%, 2%, -0.6%, 0%, 17%, i, 8%
#22 CC(=O)Cc1nsc(NC(=O)c2cccs2)n1
 : 1%, 1%, -15%, 7%, 8.5%, -17%, -8%, i, 5%
#23 O=c1c2ccccc2nc2sc(Nc3ccc(F)cc3)nn12
 : ?, 4%, 2%, 12%, 22%, 1%, -5%, i, 7%
#24 O=C(O)c1c(F)c(F)cc2ccccc12
 : 1%, -2%, -3%, -2%, -0.1%, -2%, -14%, i, 3%
#25 COc1ccc(N(C(=O)c2ccncc2)S(=O)(=O)c2ccccc2)cc1
 : -2%, 3%, 11%, 2%, 0.2%, -9%, 3%, i, 10%
#26 N#Cc1ccc(OCC(=O)Nc2cc(S(=O)(=O)N3CCOCC3)ccc2N2CCOCC2)cc1
 : -6%, 4%, -2%, -5%, -0.3%, 1%, -19%, i, 0%
#27 CCCCCCc1cc2cc(-c3nnc(-c4ccccc4OC)o3)c(=O)oc2cc1O
 : ?, 6%, -102%, ?, 5.3%, -8%, 14%, i, 236%[activator]
#28 CCn1c(COc2ccc3c(c2)CCCC3)nnc1SCC(=O)Nc1nccs1
 : -8%, -3%, 12%, ?, -0.5%, 15%, -8%, i, 3%
#29 Cc1cc2oc(C(=O)NCc3ccncc3)c(C)c2cc1C
 : -10%, 2%, -18%, -9%, -0.7%, -3%, 2%, i, -3%
#30 Cc1ccc(SCC(=O)N(C)CC(=O)Nc2cccc(F)c2)c(C)c1
 : -8%, 4%, -4%, -6%, 2.3%, -15%, -4%, i, -8%
#31 COC(=O)c1ccc(C)c(NC(=O)c2ccc(CN3CCc4ccccc4C3)cc2)c1
 : ?, 0%, -4%, ?, -0.1%, -8%, -18%, i, -1%
#32 Oc1[nH]c2ccccc2c1OCc1ccncc1
 : ., -19%, 0%, 11%, -0.4%, -1%, -5%, i, -1%
#33 COc1ccc(C(=O)N2CCN(c3ccccc3)CC2)cc1S(=O)(=O)NC1CC1
 : 26%, 1%, -3%, 31%, 0.4%, -6%, -19%, ?, 9%
#34 COc1ccc(Cl)cc1N(CC(=O)NC1CC2CCC1C2)S(=O)(=O)c1ccccc1 (configuration not stated)
 : -20%, ?, -23%, -27%, 0.7%, -15%, -23%, i, -5%
#35 COc1cccc2cc(C(C)N(CCCN3CCOCC3)C(=S)Nc3ccc(C)cc3)oc12 (configuration not stated)
 : ?, -1%, 16%, -3%, 1.8%, -2%, 1%, i, -13%
#36 COc1ccc(C(=O)OCC(=O)c2cc(C)n(CC3CCCO3)c2C)cc1[N+](=O)[O-] (configuration not stated)
 : -11%, ?, 15%, ., 5.8%, 0%, -1%, i, -12%
#37 O=C(NC1CCCC1)C(c1ccncc1)N(Cc1ccccc1)C(=O)Cc1cccs1 (configuration not stated)
 : 7%, 0%, -7%, 2%, 2.4%, -6%, 1%, i, -1%
#38 Cc1ccc(S(=O)(=O)Nc2c(C)ccc3nsnc23)cc1
 : -29%, -180%[0.0737 µM], 29%, -1%, 2.5%, -12%, -27%, i, 10%
#39 CCn1c(CCCNC(=O)c2cccs2)nc2ccccc21
 : 16%, -1%, 3%, 3%, 1.8%, 3%, 0%, i, 5%
#40 COC(=O)C1=C(C)N(CCCC(=O)O)C(=O)NC1c1cccc(OC)c1 (configuration not stated)
 : 18%, -6%, 1%, 7%, -1.8%, 2%, 4%, i, -19%

More results follow:
no. | structure | Nrf2 inh | MCF10A rerep | HepG2 viability | ATXN2 expr inh | Nrf2 activator | A549 viability | TGFb inhibitor | ATXN viability | EPAC2 antagonist
41 | Cc1cccc(Nc2nnc(SCC(=O)Nc3ncc(C(F)(F)F)cc3Cl)s2)c1C | -1% | 3% | -19% | -9% | -0.2% | 10% | ? | i | -11%
42 | O=C1CCn2nc(-c3ccc(Cl)cc3)cc2N1 | ? | -5% | -9% | 6% | 5.9% | 1% | -3% | ? | 0%
43 | N#CCC(=O)Nc1ccc(C(=O)OCC(=O)NC(=O)NCc2ccco2)cc1 | 1% | 1% | 2% | 2% | 0.2% | -10% | -9% | ? | 4%
44 | COc1ccc(/C=N/n2c(COc3ccccc3)n[nH]c2=S)cc1OC | -16% | 15% | 1% | 4% | 5.9% | -3% | 12% | . | 0%
45 | COCCN(CC1CCCN(C2Cc3ccccc3C2)C1)C(=O)c1cccs1 (configuration not stated) | 23% | 10% | -3% | 34% | 0.0% | 0% | 12% | i | 16%
46 | O=C(NN1C(=O)C2C3C=CC(C3)[C@H]2C1=O)c1cccnc1 (some centres not stated) | 5% | 7% | -11% | -19% | 0.3% | 0% | -12% | i | 17%
47 | CCc1c(O)nc(SCC(=O)NC(C)(C)C)n(-c2ccccc2)c1=O | 4% | -2% | -10% | -16% | 2.0% | -14% | -6% | i | -1%
48 | Cc1nc2nc(CCNS(=O)(=O)c3ccc(Cl)cc3)cn2nc1C | 10% | -32%[inhibitor] | 13% | -14% | 0.3% | 7% | 2% | i | 4%

Among those listed so far, these have two or more sulfur atoms.
no. | structure | Nrf2 inh | MCF10A rerep | HepG2 viability | ATXN2 expr inh | Nrf2 activator | A549 viability | TGFb inhibitor | ATXN viability | EPAC2 antagonist
8 | CCc1nnc(NC(=O)CSc2nccn2Cc2ccc(F)cc2)s1 | . | . | -26% | 15% | 3.7% | 15% | 25% | i | .
10 | Cc1ccc(S(=O)(=O)NCC(=O)OCc2csc(-c3ccccc3)n2)cc1 | 15% | 11% | 9% | 25% | 7.6% | -7% | 11% | i | 1%
15 | Cc1ccsc1C(C(=O)NCc1ccccc1)N(C(=O)c1csnn1)c1ccccc1 (configuration not stated) | -3% | 0% | -2% | -5% | 0.1% | 0% | 3% | i | -17%
22 | CC(=O)Cc1nsc(NC(=O)c2cccs2)n1 | 1% | 1% | -15% | 7% | 8.5% | -17% | -8% | i | 5%
28 | CCn1c(COc2ccc3c(c2)CCCC3)nnc1SCC(=O)Nc1nccs1 | -8% | -3% | 12% | ? | -0.5% | 15% | -8% | i | 3%
38 | Cc1ccc(S(=O)(=O)Nc2c(C)ccc3nsnc23)cc1 | -29% | -180%[0.0737 µM] | 29% | -1% | 2.5% | -12% | -27% | i | 10%
41 | Cc1cccc(Nc2nnc(SCC(=O)Nc3ncc(C(F)(F)F)cc3Cl)s2)c1C | -1% | 3% | -19% | -9% | -0.2% | 10% | ? | i | -11%

An excerpt. The share of hits here may be higher or lower than overall.
